MPTP inh: mitochondrial permeability transition pore inhibitors, primary screen, biochemical, isolated mouse mitochondria, absorbance. inhibition, % at 10 µM. AID 602449, 2012. 1.4% of 360,000 active. Ca2+ swelling absorbance, 30 min;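 active means inhibition of 50% or more, scaled per plate between neutral and stimulator controls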;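 further: 0% = DMSO wells given calcium and 100% = 1 mM EGTA wells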
ATG4B inhibitor: ATG4B protease inhibitors, primary screen, biochemical, fluorescence, uHTS. ATG4B cleavage of LC3-PLA2, NBD-HPC fluorescence, 1 h. inhibition, % at 8.33 µM. AID 504462, 2011. 0.51% of 340,000 active. Cysteine protease ATG4B (Homo sapiens), Q9Y4P1; in the data active means inhibition above about 40%
Target sequence (Q9Y4P1 whole entry, looked up): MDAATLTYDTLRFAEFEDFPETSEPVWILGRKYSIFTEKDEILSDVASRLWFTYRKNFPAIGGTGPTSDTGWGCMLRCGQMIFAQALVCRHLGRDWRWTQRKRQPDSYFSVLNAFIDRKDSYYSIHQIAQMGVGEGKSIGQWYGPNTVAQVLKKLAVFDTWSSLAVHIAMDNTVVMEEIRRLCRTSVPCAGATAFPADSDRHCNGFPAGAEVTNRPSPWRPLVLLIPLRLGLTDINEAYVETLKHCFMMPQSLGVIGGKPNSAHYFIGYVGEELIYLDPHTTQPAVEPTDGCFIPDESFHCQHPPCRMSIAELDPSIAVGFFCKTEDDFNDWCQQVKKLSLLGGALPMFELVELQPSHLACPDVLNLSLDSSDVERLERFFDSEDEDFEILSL
SENP8 inh: human SENP8 protease inhibitors, primary screen, biochemical, fluorescence, Nedd8 protein substrate, uHTS; recombinant SENP8; 0.64% of 360,000 active; inhibition, % at 20 µM; AID 602440, 2012; in the data active means inhibition mostly above about 40%, no sharp cut-off; inactive means mostly below about 27%
Target sequence (Q96LD8 whole entry, looked up): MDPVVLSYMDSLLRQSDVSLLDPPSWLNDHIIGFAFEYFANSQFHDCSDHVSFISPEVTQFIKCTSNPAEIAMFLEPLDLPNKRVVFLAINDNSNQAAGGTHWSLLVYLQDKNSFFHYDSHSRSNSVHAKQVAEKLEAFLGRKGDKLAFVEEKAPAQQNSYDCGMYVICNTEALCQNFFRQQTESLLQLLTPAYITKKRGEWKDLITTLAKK
hIAP activ: human IAP activators, primary screen, biochemical, luminescence, uHTS; purified human IAP, CDP-Star luminescence, 30 min; active compounds read high; 1 = vehicle-only enzyme, 0 = enzyme-free background; activation factor at 10 µM; 0.16% of 330,000 active;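 active means activation factor of the enzyme at least 2-fold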; further: the source names both 10 and 20 µM as test concentration; values of inactives mirror those of a sister screen read the other way
SENP6 block: SENP6 protease inhibitors, primary screen, biochemical, luminescence, uHTS. Sentrin-specific protease 6 (Homo sapiens), Q9GZR1. Recombinant SENP6 catalytic domain, aminoluciferin luminescence. inhibition, % at 10 µM. 1.8% of 330,000 active;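 active means inhibition above about 50% at the single tested dose, limit read from the data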;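 further: plate controls were DMSO wells with enzyme for no effect and DMSO wells lacking enzyme for full effect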
NR3A LBD binder: binders of NR3A ligand-binding domain, primary screen, biophysical, differential scanning fluorimetry, uHTS; 2.5% of 340,000 active; Glutamate receptor ionotropic, NMDA 3A (GRIN3A) ligand-binding domain; NR3A LBD differential scanning fluorimetry, Tm shift; 0% = protein alone, 100% = glycine-bound protein; AID 1259313, 2017; Tm shift relative to glycine control, % at 25 µM;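 active means melting temperature shift of at least 10% of the positive control shift, at one fixed dose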
SENP1 FRET inh: human SENP1 catalytic domain inhibitors, primary screen, biochemical, FRET, uHTS | recombinant SENP1 catalytic domain, CyPet-SUMO1-YPet FRET cleavage | inhibition, % at 10 µM | 0.21% of 360,000 active | AID 624204, 2012;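 active means inhibition at least 30% at 10 µM, raw YFP signal under a set limit, fluorescence ratio 0.5 to 1.5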;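 further: 0% = enzyme with DMSO and 100% = no enzyme wells; some results filed as inactive read as strong as hits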
Target sequence (Q9P0U3 419-644 limits assumed): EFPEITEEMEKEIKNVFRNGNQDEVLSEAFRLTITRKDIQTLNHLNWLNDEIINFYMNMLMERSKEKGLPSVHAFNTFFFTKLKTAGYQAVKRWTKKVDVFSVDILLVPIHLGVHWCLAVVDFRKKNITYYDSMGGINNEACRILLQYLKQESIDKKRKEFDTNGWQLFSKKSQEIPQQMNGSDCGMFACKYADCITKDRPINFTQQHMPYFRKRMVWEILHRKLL
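system = hSENP1 catalytic domain, recombinant | reagent = SFCypet-SUMO1-SFYpet substrate at 25 nM | doses = one dose per compound, 10 µM, 0.5% DMSO | incubation = enzyme reaction for 50 min at room temperature, dark | measured by = FRET, CFP and YFP emission | controls = no-enzyme low, enzyme-DMSO high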
PfG6PD inh: PfG6PD enzyme inhibitors, primary screen, biochemical, fluorescence intensity, uHTS; glucose-6-phosphate dehydrogenase-6-phosphogluconolactonase (Plasmodium falciparum 3D7); PfGluPho enzyme, NADPH resazurin-diaphorase fluorescence; inhibition, % at 20 µM; 0.78% of 350,000 active; AID 504690, 2011;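 active means inhibition reaching at least a set limit at 20 µM in the primary screen, cut at about 59% in these data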;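 further: 0% = DMSO wells with substrate and 100% = DMSO wells lacking glucose-6-phosphate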
An asterisk follows results filed as active; i = inactive; x = not tested or not shown.

Start of the listing, in advance:
Every second line gives: MPTP inh	ATG4B inhibitor	SENP8 inh	hIAP activ	SENP6 block	NR3A LBD binder	SENP1 FRET inh	PfG6PD inh
[1] CCOC(=O)c1cc2c(c(CCO)n1)[C@@H](CCO)N(S(=O)(=O)C(C)(C)C)C2
    0.4	-2	10	x	x	5	4	-1
[2] Cc1ccc(-c2nc(C)sc2CC(=O)OCC(=O)Nc2c(F)cccc2F)cc1
    0.8	38	3	0.95	5	0	1	4
[3] Cc1cccc(NC(=O)CCN2CCOCC2)c1
    -1.0	-3	29	1.1	-2	2	-5	10

Results, previewed entries included:
Every second line gives: MPTP inh	ATG4B inhibitor	SENP8 inh	hIAP activ	SENP6 block	NR3A LBD binder	SENP1 FRET inh	PfG6PD inh
[1] CCOC(=O)c1cc2c(c(CCO)n1)[C@@H](CCO)N(S(=O)(=O)C(C)(C)C)C2
    0.4	-2	10	x	x	5	4	-1
[2] Cc1ccc(-c2nc(C)sc2CC(=O)OCC(=O)Nc2c(F)cccc2F)cc1
    0.8	38	3	0.95	5	0	1	4
[3] Cc1cccc(NC(=O)CCN2CCOCC2)c1
    -1.0	-3	29	1.1	-2	2	-5	10
[4] COc1cc2c(cc1OC)[C@@H]1Cc3cc4c(cc3[C@H](C2)N1C)OCO4
    0.7	-5	13	1.1	-2	0	0	-1
[5] O=C(CNS(=O)(=O)c1ccc(F)cc1)N1CCCCCC1
    -0.6	-6	6	1.1	-7	2	1	20
[6] CC(C)c1cc(-c2cc(-c3ccc(Cl)cc3)on2)nc(NCC2CC2)n1
    0.1	1	i	0.99	-5	2	2	12
[7] CCC(C)[C@H](NC(=O)Nc1ccc(S(N)(=O)=O)cc1)C(=O)OC (some centres not stated)
    0.3	-6	14	1.2	-28	0	1	-1
[8] COc1ccc(-c2csc(NC(=O)CSc3nc(C)nc4sc(C(=O)O)c(C)c34)n2)cc1
    6.7	13	8	1.1	-21	-3	0	-28
[9] CCOC(=O)CN1N=C(/C=C/c2ccc(C(C)C)cc2)CCC1=O
    -0.5	-7	9	0.96	-1	-2	1	10
[10] Cc1ccccc1C(=O)N1CCC(C(=O)N2CCN(c3ncccn3)CC2)CC1
    -0.7	-9	-4	1	-15	-2	2	-2
[11] CCCC(=O)Nc1cc(C(=O)O)ccc1S(=O)(=O)c1ccc(C)cc1
    2.3	2	-32	1	-5	-5	1	-16
[12] CS(=O)(=O)N(Cc1ccccc1)c1ccccc1C(=O)N1CCN(c2ccccc2)CC1
    1.4	-13	4	1.1	-9	0	2	3
[13] Cc1nc(SCc2ccc(Cl)c(Cl)c2)n[nH]1
    -0.3	-1	4	1.4	-25	-2	1	20
[14] Cc1c(NC(=O)c2cc(CC(C)C)on2)c(=O)n(-c2ccccc2)n1C
    -1.6	-2	23	1	8	0	0	-11
[15] CN(Cc1cn(C)nc1-c1cccc(Cl)c1)C1CCOCC1
    1.6	-8	3	1.1	-12	0	0	-4

Next section; the last 2 above are carried over.
Every second line gives: MPTP inh	ATG4B inhibitor	SENP8 inh	hIAP activ	SENP6 block	NR3A LBD binder	SENP1 FRET inh	PfG6PD inh
[14] Cc1c(NC(=O)c2cc(CC(C)C)on2)c(=O)n(-c2ccccc2)n1C
    -1.6	-2	23	1	8	0	0	-11
[15] CN(Cc1cn(C)nc1-c1cccc(Cl)c1)C1CCOCC1
    1.6	-8	3	1.1	-12	0	0	-4
[16] CCc1ccccc1NC(=O)C1CCCN1C(=O)NCc1ccccc1 (configuration not stated)
    0.2	-3	0	0.96	-35	0	0	-9
[17] CN1CCCC(OC(=O)c2cccc(Cl)c2)C1 (configuration not stated)
    0.4	-2	16	1.1	-1	-1	1	14
[18] C=CC(=O)Nc1cccc(N(C)c2ccnc(Nc3ccc(N4CCN(C)CC4)cc3)n2)c1
    102*	1	12	x	x	4	-2	66*
[19] O=[N+]([O-])c1ccc2[nH]ncc2c1
    -0.8	1	22	0.76	-17	0	2	-5
[20] CCOC(=O)C1CCN(S(=O)(=O)c2ccc(CC)cc2)CC1
    22	3	10	1.2	2	-1	0	-9
[21] CC1(c2ccccc2Cl)NC(=O)N(CC(=O)Nc2ccccc2OC(F)F)C1=O (configuration not stated)
    1.7	8	12	0.99	-16	-3	0	-6
[22] Cc1ccc(NC(=O)C(NC2CCCc3ccccc32)c2ccccc2)c([N+](=O)[O-])c1 (configuration not stated)
    3.5	0	-19	0.87	2	-1	-21	26
[23] Cc1nc(CSc2ccccc2)cc(=O)[nH]1
    0.8	-7	21	1.1	-10	-7	-1	-21
[24] CN(Cc1cccnc1)C(=O)CNC(=O)COc1ccccc1
    -1.3	-4	17	1.1	-3	0	2	-4
[25] Cc1nnnn1CC(=O)Nc1ccccc1[N+](=O)[O-]
    -0.6	0	6	1.1	11	0	2	-4
[26] COc1cc2c(cc1OC)CN(S(=O)(=O)c1ccc(Cl)nc1)CC2
    -0.4	-2	7	0.99	-10	2	2	-13
[27] CCOC(=O)c1ccc(NC(=O)Nc2ccc3c(c2)OCCO3)cc1
    74*	-11	9	1.1	-3	14*	0	7
[28] CCOC(=O)N1CCN(C2CCCN(C(=O)c3ccccc3C(F)(F)F)C2)CC1 (configuration not stated)
    6.7	6	7	0.7	-5	1	-1	-9
[29] Cc1cccc(NC(=S)N2CCN(C(=O)C3CCCO3)CC2)c1 (configuration not stated)
    2.0	-8	18	0.97	-12	-8	-2	-5
[30] COc1ccc(-c2nc3ccccn3c2CN2CCN(c3ccccc3F)CC2)cc1
    3.6	17	-418	1	1	-3	-1	13
[31] COc1ccc([C@H]2C[C@H](O)[C@@H](n3cc(C4CC4)nn3)CN2Cc2cccs2)cc1
    -1.9	x	3	x	x	x	1	3
[32] COc1ccc(CN2CCC[C@]3(N[C@H](c4ccc(OC)cc4)[C@@H]4C(=O)N(C)C(=O)[C@@H]43)C2=O)cc1
    0.2	x	-1	x	x	x	1	3
[33] CCOc1ccc(CCNC(=O)COC(=O)/C=C/c2ccc(OC(F)F)c(OC)c2)cc1OCC
    -0.2	-2	-23	0.97	-4	-1	-3	-2
[34] CC(C)COc1cccc(C(=O)Nc2cc(S(=O)(=O)N3CCOCC3)ccc2N2CCCC2)c1
    -1.5	-4	-3	x	x	3	-1	7
[35] CC(=O)NCCC(=O)Nc1cc(S(=O)(=O)N2CCOCC2)ccc1N1CCCC1
    -1.3	5	-4	0.88	13	-2	1	-3
[36] COc1ccc(C)c2sc(N3CCCC3)nc12
    1.0	-8	8	1.1	-4	3	0	-1
[37] CN(C)C1=NCC(CSC(=N)N)S1 (configuration not stated)
    -0.6	2	11	0.91	-11	0	0	-17
[38] CCOC(=O)c1sc(=NC(=O)c2c(F)cccc2F)n(C)c1C
    -0.4	-2	-98	0.82	0	0	1	-15
[39] CN(C)CCOc1ncnc2c1oc1ccccc12
    -1.8	-5	16	0.97	4	-1	3	3
[40] COc1cc(C2=NOC(C(=O)Nc3cc(C)on3)C2)cc(OC)c1OC (configuration not stated)
    1.4	-5	9	1.2	-6	2	3	1
[41] FC(F)(F)c1cccc(Cc2noc(CN3C[C@@H]4CCC[C@H]3C4)n2)c1
    0.6	-5	6	0.98	-13	0	-2	1
[42] CCCCNC(=O)[C@H]1C[C@H]1[C@@H](O)[C@H](CO)NC(=O)[C@H](Cc1ccccc1)NC(=O)OC(C)(C)C
    -0.5	6	14	1	-9	-5	-2	11
[43] CC(=O)Nc1ccccc1C(=O)N1CCN(c2cccc(C)c2C)CC1
    -0.3	-4	18	1.1	6	-2	1	4
[44] Cc1ccc(/C=N/N2CCCCC2)o1
    -3.1	-9	12	0.95	8	-2	-2	3
[45] Cc1ccccc1NC(=O)CCN1CCCCCC1
    -0.8	-8	14	1.1	1	0	0	7
[46] O=C(NCC1CCCO1)C1CCN(C2CCN(C(=O)CC3CCCC3)CC2)CC1 (configuration not stated)
    0.7	2	-8	0.96	12	1	-7	-21
[47] COC(=O)c1cc(OC)c(OC)cc1NC(=O)C(C)c1ccc([N+](=O)[O-])cc1 (configuration not stated)
    -0.3	-15	6	1	-9	-2	1	25
[48] Cc1ccc(CNC(=O)C(=O)NCCCn2ccnc2)cc1
    -1.5	-1	12	0.99	-18	-1	2	2
[49] Cc1c(Cl)c([N+](=O)[O-])nn1CC(=O)NCc1cccnc1
    2.6	-3	4	0.83	13	-1	0	14
[50] COc1ccccc1NC(=O)c1cc2cc(Br)ccc2oc1=N
    -0.5	3	20	0.79	2	9	9	-8
[51] Cc1cc(C)n2nc(SCc3nnc(SCCCCl)o3)nc2n1
    1.5	0	5	1.1	22	-1	-1	5
[52] N=C(N)SCc1cccc2ccccc12
    2.8	-3	2	0.97	-29	0	2	18
[53] CCc1ccc(C(=O)COC(=O)c2cnc(C)cn2)cc1
    -1.3	-7	2	0.94	-4	0	0	-9
[54] CC1CCCCN1Cc1nc2c(c(=O)n(C)c(=O)n2C)n1CCc1ccccc1 (configuration not stated)
    -0.4	0	0	0.91	-22	2	-2	8
[55] Cc1ccc(NC(=O)CN(C)C(=O)C(C)OC(=O)c2ccccc2NCCO)cc1 (configuration not stated)
    0.0	1	i	0.94	-4	-2	-6	-14
[56] COc1cc(C2NCCC(=O)C2(C)C)cc(OC)c1OC (configuration not stated)
    -0.4	9	16	1.1	-3	-8	-3	-1
[57] Cc1csc(CN(C)C(=O)CC2C(=O)NCCN2Cc2ccc(F)cc2Cl)n1 (configuration not stated)
    -1.6	1	-138	1.2	-6	-2	-9	10
[58] CCn1nc(NS(=O)(=O)c2ccc([N+](=O)[O-])cc2)c2cc3cccc(C)c3nc21
    18	-1	11	1.1	5	3	0	-7
[59] CSc1ccc(-c2nc3cnccn3c2Nc2ccc3c(c2)OCO3)cc1
    2.2	9	-208	0.87	6	-10	-31	32
[60] CCC(O)c1cc2c(cc1NC(=O)c1ccc(C)cc1)OCCO2 (configuration not stated)
    -0.9	2	-10	1.4	-10	-2	1	3
[61] Cc1cc(C)c(/C=N/NC(=O)c2nnn(-c3nonc3N)c2CN2CCC(C)CC2)c(C)c1
    1.1	-13	1	0.99	-4	7	1	23
[62] CC(=O)Nc1ccc(/C=N/NC(=O)c2cc3cc(C)ccc3nc2C)cc1
    0.0	2	-39	1	-10	-37	2	19
[63] COc1ccc(C(=O)CSc2nnc(CC(=O)Nc3ccccc3OC)n2C)cc1
    2.2	5	14	0.97	2	0	3	-4
[64] COCc1cc(C)nc(SCC(=O)Nc2ccccc2C)c1C#N
    11	-4	14	1	2	1	-1	-5
[65] CC(C)CC1C(=O)N(Cc2cn(CCC3OCCCO3)nn2)CCS(=O)(=O)N1Cc1ccc(-c2ccncc2)cc1 (configuration not stated)
    -0.3	x	-12	x	x	x	1	18
[66] COC(=O)c1cc2c(cc1[N+](=O)[O-])OCO2
    -0.5	-6	10	1	17	0	2	-8
[67] COc1ccc(C(=O)NNC(=O)Nc2ccc(C)cc2)cc1
    3.1	-2	2	0.99	-6	-2	2	-6
[68] CC(=O)Nc1cccc(NC(=O)C(=O)NCC(c2ccco2)N2CCc3ccccc32)c1 (configuration not stated)
    0.6	-4	7	1.1	-10	1	0	25
[69] O=C(CN(c1ccc(F)cc1)S(=O)(=O)c1ccccc1)NC1CCCCCC1
    -0.7	-1	3	1.4	8	-1	3	2
[70] Clc1ccc(-c2nnc(-c3ccccc3)c(N3CCSCC3)n2)cc1
    0.8	-13	11	1.1	-2	4	2	8
[71] CC1CN(c2ccc(C(F)(F)F)cc2[N+](=O)[O-])CCN1S(C)(=O)=O (configuration not stated)
    0.0	-7	20	1.1	-6	14*	1	21
[72] C[C@H](NC(=O)c1nc[nH]c1C(=O)N1CCc2ccccc2C1)C(=O)OC(C)(C)C
    1.4	2	32	2.7*	8	1	-5	0
[73] O=C(O)c1ccc(CN2C(=O)c3ccc(Oc4ccc([N+](=O)[O-])cc4)cc3C2=O)cc1
    0.8	3	10	1.1	0	0	2	-13
